PHOSPHO1 inh = PubChem AID 1565. recombinant PHOSPHO1, absorbance phosphatase assay. inhibition, % at 13.3 µM. 290,000 compounds, 1.1% hits; in the data active means inhibition above about 60%
NALP1 yeast inh = NALP1 inflammasome inhibitors in reconstituted yeast, colorimetric, S. cerevisiae, triplicate retest; AID 2071, 2009; S. cerevisiae NALP1/ASC/caspase-1 growth, X-gal OD620, 72 h; inhibition, % at 10 µM; 280,000 compounds, 0.61% hits; in the data active means inhibition mostly above about 24%, no sharp cut-off; inactive means mostly below about 32%; further: some compounds called inactive have numbers as strong as hits
MEKK2 mut-MEK5 = MEK5 binding signal on mutant MEKK2 PB1, primary screen, biochemical, multiplex bead flow cytometry, Alexa488-MEK5 | Alexa488-MEK5 binding to MEKK2 mutant | 290,000 compounds, 0.35% hits | percent response, % at 10 µM; in the data active means percent response above about 24%, passing the limit was not always enough; further: inactives centre near 1; some results filed as inactive read as strong as hits; reference of the scale not given here
GalR3 antag = GalR3 antagonists in HEK293 cells, primary screen, cell-based, fluorescence readout. HEK293 GalR3-CNG cAMP membrane potential fluorescence; galR3 body fused to GalR1 C-terminus. inhibition, % at 3 µM. Galanin receptor type 3 (Homo sapiens), O60755. 360,000 compounds, 0.44% hits. AID 651719, 2012;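 active means inhibition above the screen-wide average plus 3 SD, cut at about 13% in these data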;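 further: forskolin and galanin both at EC90 stimulate the cells; cAMP rise reported by CNG channel membrane potential dye signal; 0% = forskolin plus galanin with DMSO and 100% = forskolin alone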
Target sequence (O60755 1-299 limits assumed): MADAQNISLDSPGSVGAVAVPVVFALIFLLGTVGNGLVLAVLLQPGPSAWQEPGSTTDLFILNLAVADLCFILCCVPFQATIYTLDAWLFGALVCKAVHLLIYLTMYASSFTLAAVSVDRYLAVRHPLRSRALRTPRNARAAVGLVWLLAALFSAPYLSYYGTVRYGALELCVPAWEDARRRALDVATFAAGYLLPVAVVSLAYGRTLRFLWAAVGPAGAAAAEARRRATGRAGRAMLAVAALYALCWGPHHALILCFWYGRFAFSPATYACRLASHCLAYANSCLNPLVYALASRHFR
V1aR counter = agonists of human V1a receptor, primary screen, counter-screen for OXTR agonist project, fluorescence, CHO-V1R cells; Fluo-8 calcium fluorescence, agonist mode; 0% DMSO, 100% 3 nM vasopressin; activation, % at 3 µM; 320,000 compounds, 0.25% hits;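 active means activation above the mean activation of all tested compounds plus 3 SD, per screening run, cut at about 20% in these data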;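 further: signal is peak over basal fluorescence ratio across a 100 second FLIPR read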
Target sequence (P37288 whole entry, looked up): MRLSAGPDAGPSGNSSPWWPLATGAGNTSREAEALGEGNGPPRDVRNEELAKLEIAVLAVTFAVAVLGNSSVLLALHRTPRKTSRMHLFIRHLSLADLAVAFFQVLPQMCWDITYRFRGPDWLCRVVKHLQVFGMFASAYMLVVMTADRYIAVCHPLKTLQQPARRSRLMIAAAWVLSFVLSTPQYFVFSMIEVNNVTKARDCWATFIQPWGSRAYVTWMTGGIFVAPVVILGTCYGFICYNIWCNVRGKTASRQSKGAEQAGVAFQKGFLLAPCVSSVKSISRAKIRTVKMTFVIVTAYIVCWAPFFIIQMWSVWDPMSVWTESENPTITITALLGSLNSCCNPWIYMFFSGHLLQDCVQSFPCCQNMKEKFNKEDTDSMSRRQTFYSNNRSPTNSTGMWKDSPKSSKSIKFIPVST
OXTR ag = human OXTR agonists, primary screen, fluorescence, CHO-OTR cells, Fluo-8 calcium | Oxytocin receptor (Homo sapiens), P30559 | Fluo-8 calcium fluorescence; normalized: DMSO 0%, oxytocin 100% | activation, % at 3 µM | 320,000 compounds, 0.32% hits | AID 2435, 2010;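 active means activation above the mean of all tested compounds plus 3 SD, cutoff set per screening run, cut at about 20% in these data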;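 further: peak over basal fluorescence ratio from a 100 s FLIPR kinetic read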
MEKK2wt PB1 HTS = modulators of MEK5 binding to wildtype MEKK2, primary screen, biochemical, multiplex bead flow cytometry, Alexa488-MEK5 | binding response (% of control), % at 10 µM | Mitogen-activated protein kinase kinase kinase 2 (Homo sapiens), Q9Y2U5 | Alexa488-MEK5 binding to MEKK2 WT; actives lie on both sides | 290,000 compounds, 1.1% hits; in the data active means binding response below about 67% or above about 130%
GPR7 antag = GPR7 receptor antagonists, primary screen, cell-based, fluorescence, single concentration. Neuropeptides B/W receptor type 1 (Homo sapiens), P48145. 290,000 compounds, 1.1% hits. GPR7-expressing cells, fluorescence antagonist assay. AID 1861, 2009. inhibition, % at 4.4 µM; in the data active means inhibition above about 16%, passing the limit was not always enough;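 further: cells stimulated with the agonist NPW; 0% = agonist with vehicle and 100% = vehicle without agonist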
Target sequence (P48145 whole entry, looked up): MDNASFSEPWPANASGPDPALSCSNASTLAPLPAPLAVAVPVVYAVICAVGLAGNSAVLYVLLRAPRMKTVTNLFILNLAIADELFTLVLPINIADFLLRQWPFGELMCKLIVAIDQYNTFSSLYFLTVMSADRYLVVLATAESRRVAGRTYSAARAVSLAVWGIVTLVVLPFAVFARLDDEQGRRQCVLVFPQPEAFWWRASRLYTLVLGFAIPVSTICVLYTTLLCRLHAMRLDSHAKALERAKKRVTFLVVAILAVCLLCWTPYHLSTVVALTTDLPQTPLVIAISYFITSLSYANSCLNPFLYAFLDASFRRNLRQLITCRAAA
MEKK3 PB1 HTS = modulators of MEKK3-MEK5 PB1 binding, primary screen, biochemical, wildtype MEKK3, multiplex bead flow cytometry, Alexa488-MEK5; 290,000 compounds, 1.4% hits; binding response (% of control), % at 10 µM; Mitogen-activated protein kinase kinase kinase 3 (Homo sapiens), Q99759; bead-based flow cytometry, Alexa488-MEK5 binding to MEKK3; actives lie on both sides; 0 = blocked by unlabeled MEK5, 100 = vehicle;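 active means binding response more than 3 SD above or below the average of its plate-row segment, actives on both sides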;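 further: Alexa488 bead fluorescence after subtracting the streptavidin-only scavenger bead signal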
Numbers without * were called inactive; . = not tested or not shown; [ ] = remark or other dose.

SMILES	PHOSPHO1 inh	NALP1 yeast inh	MEKK2 mut-MEK5	GalR3 antag	V1aR counter	OXTR ag	MEKK2wt PB1 HTS	GPR7 antag	MEKK3 PB1 HTS
Cc1ccc(S(=O)(=O)N2CCCc3ccccc32)cc1C	24	1	1	-9	-1.2	-1.5	102	-9	102
NC(=O)CCCCC(=O)OCCCc1cccs1	14	7	0	-4	0.6	6.8	102	-3	102
Cc1cc(C)nc(/N=C2\NC(=O)CC(C(=O)O)N2c2ccc(F)c(Cl)c2)n1 (configuration not stated)	13	4	-3	.	1.2	0.1	99	-4	99
CCNc1ccc(C(=O)OCC(=O)N2CCCC2)cc1[N+](=O)[O-]	47	-6	8	-9	0.2	-0.1	101	3	103
Cc1ccc2c(c1)N(CC(=O)N1CCCCCC1)C(=O)CO2	-42	13	0	8	-0.8	-0.1	93	2	92
COC(=O)c1cc(S(=O)(=O)NCC2CCN(CCc3ccc(OC)cc3)CC2)c[nH]1	28	26	2	-10	1.0	1.1	104	-6	101
C[C@H]1CN(CCc2ccccc2)C(=O)[C@@H]1CC(=O)NCc1ccccc1	-52	12	-7	-3	0.5	-0.2	102	-3	96
O=C(O)C1CCCN(C(=O)c2cccc3ccccc23)C1 (configuration not stated)	22	10	-3	-8	-0.1	0.6	97	-11	87
CCCCC(=O)Nc1cccc(C(=O)Nc2ccccc2C(=O)O)c1	-14	3	2	-1	0.5	-1.6	102	12	108
COc1ccc(Cl)cc1N/C(N)=N/c1nc(C)cc(C)n1	45	2	-6	0	1.8	3.6	98	-1	99
NC(=O)c1c(NC(=O)Cn2cc([N+](=O)[O-])cn2)sc2c1CCCC2	20	-35	270*	-5	-0.2	-1.1	.	-3	95
CCOC(=O)CSc1nc2cc(C)cc(C)c2cc1C#N	17	0	0	2	0.2	0.5	101	-9	104
Brc1cccc2sc(N3CCCC3)nc12	8	10	0	8	-0.2	-0.7	100	-1	103
CCCCCCN1C(=O)C(O)=C(C(C)=O)C1c1ccc(Cl)cc1 (configuration not stated)	14	15	-4	0	0.1	0.8	95	-1	96
COCC(=O)NCc1nc2ccccc2[nH]1	24	12	1	2	1.3	-1.0	99	-7	89
CCCCNC(=O)c1ccc2c(c1)N(C)C(=O)c1ccccc1S2	18	11	0	-9	0.8	-0.7	104	0	102
c1ccc2c(CNn3cnnc3)cccc2c1	14	25	8	-4	0.7	0.5	117	-6	110
Cc1c(C(c2ccccc2O)c2c(C)n(C)n(-c3ccccc3)c2=O)c(=O)n(-c2ccccc2)n1C	26	14	-44	-2	0.0	0.0	92	5	96
CN(C)c1cccc(NC(=O)CCc2ccccc2)c1	-3	13	15	5	-1.1	-1.0	108	-12	108
COc1cccc(NC(=O)CN(C)C(=O)c2cccc(S(=O)(=O)N3CCN(c4ccccc4)CC3)c2)c1	19	10	2	-3	5.8	0.7	102	24*	99
c1ccc(Oc2ccc(-c3ccnc4nc(N5CCOCC5)nn34)cc2)cc1	50	3	4	-1	-1.3	-1.9	105	-18	103
COc1cccc(OCc2nnc(SCC(=O)N3c4ccccc4Sc4ccc(Cl)cc43)o2)c1	1	31	1	-3	2.0	1.7	102	-10	104
COc1cccc(CNC(=O)CSc2ccc(-c3ccncc3)nn2)c1	-38	53	-2	.	0.2	-1.1	99	-5	94
CCN1CCN(CCCNC(=O)CS(=O)(=O)Cc2nc(-c3cccc(OC)c3)oc2C)CC1	29	10	6	-7	0.1	-1.4	120	0	105
CC1CCCC(NC(=O)C2CCN(S(=O)(=O)c3cccc4nonc34)CC2)C1C (configuration not stated)	16	10	-1	-9	0.4	0.2	102	-12	101
Cc1ccc(C(=O)NN2C(=O)C3C4C=CC([C@@H]3C2=O)C42CC2)cc1 (some centres not stated)	42	.	-19	-6	-0.7	-0.8	96	-9	91
CCOCc1cc(=O)[nH]c(SC)n1	18	8	-3	0	.	.	104	-1	98
CCOC(=O)c1cc2occc2n1CC(=O)N1CCN(C(=O)c2ccco2)CC1	24	8	-25	-8	0.1	0.0	-8.0*[inhibitor]	-9	0.0*[inhibitor]
Cc1nnc(NC(=O)c2cccc(S(=O)(=O)N3CC(c4ccccc4)CC3=O)c2)s1 (configuration not stated)	-12	-2	1	4	2.0	1.4	98	-12	98
COc1ccc(CCNC(=O)CCS(=O)(=O)c2cccc3nsnc23)cc1OC	-1	14	3	-3	0.6	0.7	110	-10	109
CCOC(=O)C1CCN(C(=O)/C=C/c2cccs2)CC1	32	10	1	0	0.0	-0.1	101	-2	107
O=C1CC(N2CCC(c3nc4ccccc4o3)CC2)C(=O)N1 (configuration not stated)	23	26	-2	-1	1.0	0.2	106	-7	104
CN1CCN(C(=S)NC(=O)c2ccc(Br)cc2)CC1	-12	25	-13	-6	0.6	0.6	91	-15	87
O=C(NCc1ccccc1)c1ccc2nc(N3CCOCC3)sc2c1	51	.	-3	-1	1.2	1.1	100	0	103
CCN(CC)c1ccc(NC(=O)c2ccc(NC(=O)C3CCCO3)cc2)c(C)c1 (configuration not stated)	38	15	-1	0	0.9	1.4	98	-10	94
Cc1cccc(Nc2nc(NC(C)C)nc(Oc3ccc(=O)n(C)n3)n2)c1	11	4	-13	-6	-0.6	-1.1	82	2	84
CCCNC(=S)N1CCC(NC(=O)Nc2ccc(C)cc2)CC1	40	6	-8	-5	-0.1	-0.1	93	-3	97
Cc1nnc(SCCn2c(N3CCCC(C)C3)nc3c2c(=O)[nH]c(=O)n3C)s1 (configuration not stated)	-13	13	-5	-3	1.6	1.3	90	-18	91
CCC1CC(C)(C(=O)Nc2ccc(S(N)(=O)=O)cc2)OC1=O (configuration not stated)	-46	10	.	-5	0.3	0.5	.	-9	.
CSC1=NC(=O)/C(=C\c2cccc3ccccc23)S1	4	-19	0	-5	0.3	0.7	103	-5	115
Cc1ccc(NC(=O)c2ccc(=O)[nH]c2)cc1S(=O)(=O)N1CCCCC1	-1	.	8	-1	0.6	-0.5	105	-7	102
CN(C(=O)COc1ccc(Cl)cc1Br)C1CCCCC1	41	13	10	-5	-1.6	-0.4	101	-6	101
O=C(CCS(=O)(=O)c1cccc2nsnc12)NC1CCCCC1	46	-4	4	-4	-0.6	-1.3	108	-16	112
N#C/C(=N\Nc1ccc(Br)cc1)C(=N)N1CCOCC1	6	-16	-17	-6	1.3	5.2	76	4	79
Cc1ccc(S(=O)(=O)N2CC(=O)NC(=O)C2)cc1	6	18	-4	-7	0.4	0.6	97	-5	98
Cc1ccc(S(=O)(=O)N2CCOCC2)cc1NC(=O)CSc1cccc[n+]1[O-]	1	39	12	2	1.5	-0.9	101	-3	97
Cc1sc2ncn(/N=C/c3ccco3)c(=O)c2c1C	20	.	12	3	0.9	0.3	111	2	102
COc1ccc(CCNC(=O)c2ccccc2)cc1	34	5	-4	-8	2.5	2.1	100	10	100
O=C(CSc1ccc(-c2cccnc2)nn1)Nc1ccccc1F	14	-8	0	-4	-0.1	0.5	100	-2	101
CCn1c(=O)c2c(n3c(=S)[nH]nc13)-c1ccccc1CC21CCCCC1	18	-7	0	-7	-1.1	-0.5	95	-11	99
Later entries.
SMILES	PHOSPHO1 inh	NALP1 yeast inh	MEKK2 mut-MEK5	GalR3 antag	V1aR counter	OXTR ag	MEKK2wt PB1 HTS	GPR7 antag	MEKK3 PB1 HTS
N/C(=N\O)c1ccc([N+](=O)[O-])s1	25	22	9	-1	0.7	0.5	97	-6	105
COC(=O)c1cccc(NC(=S)NCc2ccc(F)cc2)c1	23	10	-5	3	11	9.3	100	-1	95
Cc1ccc2nc(Nc3ccc(F)cc3)c3nncn3c2c1	15	7	0	-7	-0.1	-1.5	100	-16	98
Cc1oc2c(CN3CCC(C)CC3)c(O)ccc2c(=O)c1-c1ccccc1	15	42	3	-12	1.5	0.3	103	-4	103
Cc1nc(-c2ccccc2)c(Cc2ccccc2O)c(=O)[nH]1	30	10	10	-9	-0.5	1.3	106	-11	104
CCOC(=O)C1CCN(C(=O)Nc2ccc(Cl)cc2Cl)CC1	-5	24	-3	-2	0.9	-0.7	97	-14	111
CCOc1ccc(CN(Cc2ccco2)S(=O)(=O)c2ccc(-n3cnnn3)c(OC)c2)cc1	-29	6	1	-6	1.3	0.9	101	6	107
O=[N+]([O-])c1cc(C(F)(F)F)ccc1N1CCN(CCO)CC1	-4	-1	1	4	0.1	1.5	108	0	109
COc1ccc(N2CC(C)Cn3c2nc2c3c(=O)[nH]c(=O)n2C)cc1 (configuration not stated)	-1	3	2	-2	-1.6	-2.1	100	1	96
O=C(O)CSc1ccccn1	-3	35	-11	-2	0.6	-0.6	92	-9	89

In the list so far, 4 contain a COOH group:
SMILES	PHOSPHO1 inh	NALP1 yeast inh	MEKK2 mut-MEK5	GalR3 antag	V1aR counter	OXTR ag	MEKK2wt PB1 HTS	GPR7 antag	MEKK3 PB1 HTS
Cc1cc(C)nc(/N=C2\NC(=O)CC(C(=O)O)N2c2ccc(F)c(Cl)c2)n1 (configuration not stated)	13	4	-3	.	1.2	0.1	99	-4	99
O=C(O)C1CCCN(C(=O)c2cccc3ccccc23)C1 (configuration not stated)	22	10	-3	-8	-0.1	0.6	97	-11	87
CCCCC(=O)Nc1cccc(C(=O)Nc2ccccc2C(=O)O)c1	-14	3	2	-1	0.5	-1.6	102	12	108
O=C(O)CSc1ccccn1	-3	35	-11	-2	0.6	-0.6	92	-9	89

Later entries.
SMILES	PHOSPHO1 inh	NALP1 yeast inh	MEKK2 mut-MEK5	GalR3 antag	V1aR counter	OXTR ag	MEKK2wt PB1 HTS	GPR7 antag	MEKK3 PB1 HTS
Cc1nc2c(o1)CCc1ccccc1C2O (configuration not stated)	11	-8	0	-4	2.8	1.4	96	-1	87
CC(=O)Nc1ccc(N2CCN(Cc3ccccc3F)CC2)cc1	7	9	1	-3	0.2	0.3	97	-2	100
Cc1c([C@@H]2C[C@H]3CN(Cc4cccc(Cl)c4)C(=O)[C@]34CCCN24)cnn1C	45	10	0	11	0.2	-0.4	97	-13	98
Cc1ccnc(NC2(C(F)(F)F)N=C3SCCN3C2=O)c1 (configuration not stated)	-19	1	-5	2	0.5	0.6	94	6	101
CC/C(Cc1ccccc1)=N/NC(=O)CCn1nnc2ccccc21	-3	-4	-8	-3	0.5	-0.4	94	2	103
O=C(c1ccc(NC(=S)NCc2ccco2)cc1)N1CCCCC1	-6	7	0	-3	0.7	0.7	101	-5	103
CCc1cc(=O)oc2c(C)c(OC(C)C(=O)NCC3CCC(C(=O)O)CC3)ccc12 (configuration not stated)	8	3	5	1	1.2	0.1	104	-6	104
Cc1cc(C2C(C#N)=C(N)OC3=C2C(=O)CCC3)c(C)s1 (configuration not stated)	2	5	3	-4	-0.4	-0.2	109	9	106
Cc1ccc(-n2nc3c(=O)n(CCCC(=O)NCc4cccc(F)c4)nc(C)c3c2C)cc1	53	-4	12	-8	2.4	-1.9	107	2	106
Cc1nc2ccc(C(=O)N/N=C/c3cc([N+](=O)[O-])ccc3O)cc2[nH]1	23	11	-1	-8	0.7	0.2	101	-8	104
CN(C)C(=O)CSc1n[nH]c(=O)[nH]c1=O	36	-2	2	-7	0.8	0.6	99	0	100
CCc1nnc(NC(=O)CSc2nnc3nc(C)cc(C)n23)s1	10	2	-3	-8	0.9	1.9	100	-1	105
Cc1ccc(OCC(=O)NNC(=O)c2ccco2)c(C)c1	.	24	6	4	0.4	-1.3	105	-8	100

Compound activity (PubChem)
